Bioassay records (PubChem BioAssay)
T cell modulator – T cell immune modulation candidate; 2C CD8+ T cell-vesicle binding, flow cytometry; active compounds read low; calls only at 7 µM; 330,000 tested, 0.068% active; AID 2052;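 active = response, share of CD8 T cells binding vesicles, and their 90th percentile fluorescence all below set limits, cut at about 80% in these data, passing the limit was not always enough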
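Material: murine 2C transgenic CD8+ T lymphocytes / Also added: QL9-peptide-loaded Drosophila micro-vesicles bearing Ld, ICAM-1 and B7-1 / Schedule: binding step 1.5 h, 37 °C, antibody labelling 20 min, ice / Signal: flow cytometry, PE anti-B7-1 (FL2) versus Alexa647 anti-CD8 (FL8), PFA-fixed / Evaluation: percent CD8+ FL2 mean versus row control / Benchmarks: naked versus QL9-loaded vesicles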
Hep lipid drop – modulators of hepatic lipid droplet formation; inhibition, % at 6.5 µM; AML12 mouse hepatocytes, oleate lipid droplets, BODIPY imaging; 240,000 tested, 0.4% active;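 active = lipid droplet intensity inhibited by at least 50%, with more than 500 cells counted; inconclusive = wells with under 300 cells, treated as cytotoxic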
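Material – AML12 mouse liver cells · Also added – oleate loading, 100 µM · Compound dosing – 6.5 µM single-point dosing · Times – overnight treatment with compound plus oleate · Measured by – fluorescence imaging, 20x objective, two fields per well · Read-out – percent inhibition of filter-corrected integrated lipid droplet intensity per well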
Insulin prom up – MIN6 insulin promoter up-regulation; AID 1625; z-score at 5 µM; MIN6 insulin promoter-GFP reporter, high-content imaging; active compounds read high; 190,000 tested, 0.3% active;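 active = z-score above 3 at 5 µM with at least 500 cells counted in the well; inconclusive = wells under 500 cells, flagged as cytotoxic or low count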
bCat nuc transl – beta-catenin nuclear translocation modulation. HeLa beta-catenin nuclear translocation, immunofluorescence imaging. nuclear translocation activity, % at 5 µM. 190,000 tested, 0.3% active. AID 1665;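 active = nuclear translocation activity above 50% at 5 µM, with a well cell count of 50 or more; inconclusive = wells under 50 cells across six images, flagged as toxic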;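 note: per-cell ratio of nuclear to cytoplasmic median beta-catenin stain intensity; plate controls were DMSO negative control for no effect and GSK-3 inhibitor IX positive control for full effect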
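test system = HeLa cells, endogenous beta-catenin | dosing = single 5 µM dose plus 0.02–20 µM confirmation series | times = compound treatment 24 h, 37°C, 5% CO2 | technique = beta-catenin immunofluorescence imaging with DAPI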
MT stabilize HCS – microtubule stabilizers in HeLa cells. AID 2205. 200,000 tested, 0.83% active. HeLa tubulin immunostaining HCS, 24 h; share of cells brighter than vehicle mean+2SD. % tubulin-high responders, % at 10 µM;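 active = plate Z-score above 3 for both tubulin-high and condensed-nucleus cell shares, with cell loss under 80%, at 10 µM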;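 note: anti alpha tubulin signal scored within the nucleus-defined area of each cell; some results filed as inactive read as strong as hits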
Insulin prom up cell count – second read-out of Insulin prom up, no call of its own (marks repeat the call); cell count; measured here: cytotoxicity, nuclei count;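 total cells summed across four imaged fields per well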
Hep lipid drop cells 6.5 µM – recorded beside Hep lipid drop, whose call it bears; cell count; measured here: cell count, cytotoxicity flag;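 cells counted across two imaged fields per well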
bCat nuc transl cell count 5 µM – second read-out of bCat nuc transl, no call of its own (marks repeat the call); cell count; measured here: cell count, cytotoxicity flag
T cell modulator vesicle-bound % – recorded beside T cell modulator, whose call it bears; double positive events, %; measured here: CD8+ vesicle-bound cell fraction;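 binding gate set so that unloaded-vesicle control wells show 10% double positive cells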
MT stabilize HCS Hoechst-high % – second read-out of MT stabilize HCS, no call of its own (marks repeat the call); % Hoechst-high responders; measured here: nuclear condensation Hoechst responders;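 share of cells brighter than vehicle mean plus two SD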
MT stabilize HCS cytotoxicity % – also measured in MT stabilize HCS; calls as there; toxicity, %; measured here: cytotoxicity by cell density;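 0% = mean cell density of plate MIN control wells and 100% = no cells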
An asterisk follows results filed as active; i = inactive; ? = inconclusive; . = not tested or not shown.

Start of the data: the first 2 compounds, to show the layout:
SMILES	T cell modulator	T cell modulator vesicle-bound %	Hep lipid drop	Hep lipid drop cells 6.5 µM	Insulin prom up	bCat nuc transl	MT stabilize HCS	others
Cc1noc(C)c1COc1ccc(C(=O)NNC(=O)c2ccccc2F)cc1	i	35	.	.	.	.	.
C[C@H]1NC(=O)[C@@]2(C)[C@@H](c3ccccc3)[C@H]3COc4ccccc4[C@H]3N2C1=O	i	35	.	.	.	.	.

This part in full, previewed entries included:
SMILES	T cell modulator	T cell modulator vesicle-bound %	Hep lipid drop	Hep lipid drop cells 6.5 µM	Insulin prom up	bCat nuc transl	MT stabilize HCS	others
Cc1noc(C)c1COc1ccc(C(=O)NNC(=O)c2ccccc2F)cc1	i	35	.	.	.	.	.
C[C@H]1NC(=O)[C@@]2(C)[C@@H](c3ccccc3)[C@H]3COc4ccccc4[C@H]3N2C1=O	i	35	.	.	.	.	.
CC(=O)Nc1ccc(S(=O)(=O)N(C)CC(=O)N2CCN(C(=O)c3ccco3)CC2)cc1	i	38	.	.	.	.	.
CC(=O)c1cccc(OCC(=O)Nc2cc(S(=O)(=O)N3CCOCC3)ccc2N2CCCC2)c1	i	47	.	.	.	.	.
CCOc1ncccc1C(=O)NNC(=O)c1cccc(S(=O)(=O)N2CCOCC2)c1	i	42	.	.	.	.	.
COc1ccc(-c2csc(N3CCSCC3)n2)cc1	i	51	.	.	.	.	.
COc1ccccc1C(=O)Nc1cc(-c2nn3c(C)nnc3s2)ccc1C	.	.	.	.	.	.	7.2	MT stabilize HCS Hoechst-high %=1.6;MT stabilize HCS cytotoxicity %=4.2
COc1cc(C(CCN2CCCCC2)c2c(OC)cc(OC)c3c(-c4ccccc4)cc(=O)oc23)cc(OC)c1OC (stereo unspecified)	.	.	.	.	-0.45	1.3	.	Insulin prom up cell count=696;bCat nuc transl cell count 5 µM=1148
CCCCCCC(=O)N1C/C=C\C(c2ccc(OC)cc2)N(Cc2ccc(F)cc2)C(=O)C1 (stereo unspecified)	.	.	-22	690	.	0.3	.	bCat nuc transl cell count 5 µM=1074
O=C(O)c1ccc(NC2=Nc3cccc4cccc2c34)cc1	.	.	3	700	.	1.6	.	bCat nuc transl cell count 5 µM=1216
O=[N+]([O-])c1cc(CSC2=NCCN2)ccc1O	.	.	0	668	.	0.3	.	bCat nuc transl cell count 5 µM=1286
O=c1ccn(Cc2ccccc2)cc1	.	.	2	692	.	-2.0	.	bCat nuc transl cell count 5 µM=1197
COc1ccc(C2CC(O)(c3ccccc3)Oc3cc(OC)cc(OC)c32)cc1 (stereo unspecified)	.	.	13	709	.	0.4	.	bCat nuc transl cell count 5 µM=1365
CCCCCCN(C(=O)CCCCCN1C(=O)NC(c2ccc(-c3ccccc3)cc2)C(C(=O)OCc2ccccc2)=C1C)C(C(=O)NCCCC)c1ccccn1 (stereo unspecified)	.	.	-10	595	.	-0.9	.	bCat nuc transl cell count 5 µM=1174
O=C(O)C[C@@H]1C(=O)O[C@@H]2C(COC(=O)c3cc(O)c(O)c(O)c3)O[C@@H](OC(=O)c3cc(O)c(O)c(O)c3)[C@@H](OC(=O)c3cc(O)c(O)c4c3[C@H]1[C@H](O)C(=O)O4)[C@H]2OC(=O)c1cc(O)c(O)c(O)c1 (stereo partly specified)	.	.	-11	708	.	1.9	.	bCat nuc transl cell count 5 µM=1062
CC[C@@H]1CC=C[C@H]2[C@H]1C(=O)N(Cc1ccccc1)[C@H]2c1cc(C)ccc1F	.	.	-29	765	.	1.2	.	bCat nuc transl cell count 5 µM=1124
COc1cc(C(CCN2CCCC2)c2c(OC)cc(OC)c3c(C)cc(=O)oc23)cc(OC)c1OC (stereo unspecified)	.	.	32	705	.	1.5	.	bCat nuc transl cell count 5 µM=1188
O=C1c2cccc3cc([N+](=O)[O-])cc(c23)C(=O)N1CCN1CCCC1	.	.	?	.	.	4.9	.	bCat nuc transl cell count 5 µM=460
COc1ccc(C2/C=C\CN(CC(C)C)CC(=O)N2Cc2ccc(F)cc2)cc1 (stereo unspecified)	.	.	-4	748	.	-1.4	.	bCat nuc transl cell count 5 µM=1144
CCCCCCN(C(=O)CCCCCN1C(=O)NC(c2ccc(-c3ccccc3)cc2)C(C(=O)OCc2ccccc2)=C1C)C(C(=O)NCCCC)c1ccc(O)c(C(=O)OC)c1 (stereo unspecified)	.	.	-16	646	.	1.2	.	bCat nuc transl cell count 5 µM=1096
C#CCOCCOCCOCCNc1nc(N2CCN(C(=O)[C@H]([C@@H](C)CC)n3cc([C@@H](N)CC(C)C)nn3)CC2)nc(N2CCN(C(=O)[C@H](Cc3cc4ccccc4[nH]3)n3cc([C@@H](N)C(C)CC)nn3)CC2)n1 (stereo partly specified)	.	.	16	624	.	1.0	.	bCat nuc transl cell count 5 µM=1223
COc1ccc(/C=C/C(=O)N2CCCc3ccccc32)c(OC)c1	i	35	-10	756	.	.	.
COc1ccc(C)cc1NC(=O)n1ncc2cc(Cl)ccc21	i	55	-8	790	.	.	.
CCN(c1cccc(C)c1)S(=O)(=O)c1ccc(-n2cccn2)cc1	i	42	-6	690	.	.	.
Cc1ccc(Oc2ccccc2NC(=O)CN2C(=O)NC3(CCCC3)C2=O)cc1	i	21	2	719	.	.	.

The final 2 records of the part above lead into the next:
SMILES	T cell modulator	T cell modulator vesicle-bound %	Hep lipid drop	Hep lipid drop cells 6.5 µM	Insulin prom up	bCat nuc transl	MT stabilize HCS	others
CCN(c1cccc(C)c1)S(=O)(=O)c1ccc(-n2cccn2)cc1	i	42	-6	690	.	.	.
Cc1ccc(Oc2ccccc2NC(=O)CN2C(=O)NC3(CCCC3)C2=O)cc1	i	21	2	719	.	.	.
O=[N+]([O-])c1ccc(-c2nnc(S)n2-c2ccccc2)cc1	i	18	1	832	.	.	.
O=S1(=O)c2cccc3cccc(c23)N1CCBr	i	13	-25	761	.	.	.
O=C(NC1CCCCC1)C(c1ccco1)N(C(=O)c1csnn1)c1ccccc1 (stereo unspecified)	i	28	-1	804	.	.	.
Cc1ccc(OCC(=O)Nc2ccc(C(=O)O)cc2NC(=O)COc2ccc(C)c(C)c2)cc1C	i	36	-7	749	.	.	.
CCOc1ccccc1CN1CCNC(=O)C1CC(=O)NCc1nccn1CC (stereo unspecified)	i	71	-1	801	.	.	.
O=C(CN(C(=O)c1nsc(Cl)c1Cl)c1ccc(F)cc1)NC1CCCC1	i	28	-27	750	.	.	.
CC(=O)NC(CC(=O)N(Cc1ccccc1)c1cccc(C)c1)c1ccccc1 (stereo unspecified)	i	9	25	835	.	.	.
CCCc1cc(=O)oc2cc(C)cc(OCC(=O)NCc3cccnc3)c12	i	30	-28	735	.	.	.
CCN(CC)S(=O)(=O)c1ccc(OC)c(NC(=O)CC2CCCC2)c1	i	31	-11	759	.	.	.
Cc1cccc(N2CCN(C(=O)CCCn3c(=O)c4cccn4c4cccnc43)CC2)c1C	i	24	-13	752	.	.	.
COc1ccccc1CNC(=O)CS(=O)(=O)c1ccc(C)cc1	i	6	23	750	.	.	.
CN(C)c1ccc(/C=C/c2nc3ccccc3c(=O)n2CCO)cc1	i	25	4	757	.	.	.
CCCCOC(=O)Nc1nnc(CC(=O)NCc2ccccc2)s1	i	54	4	829	.	.	.
COc1ccccc1Oc1coc2cc(OCC(N)=O)ccc2c1=O	i	35	-20	785	.	.	.
COc1ccc2oc(C(=O)Nc3ccc(S(=O)(=O)N(C)C4CCN(C)CC4)cc3)c(C)c2c1	i	52	-4	666	.	.	.
O=C(COc1ccc(F)cc1F)N1CCCCCCC1	i	56	-8	827	.	.	.
O=C(CNC(=O)c1ccc(Br)o1)NC12CC3CC(CC(C3)C1)C2	i	17	-6	703	.	.	.
O=C(c1cccnc1)N1CCCC(Nc2ccc(F)cc2)C1 (stereo unspecified)	i	64	1	828	.	.	.
COc1cccc2cc(C(=O)NCc3ccc(Cl)cc3)c(=N)oc12	i	54	-3	793	.	.	.
Cc1ccsc1/C=N/NC(=O)c1nnn(-c2nonc2N)c1C	i	18	-10	805	.	.	.
O=C(NCCO)C(=O)NCC(c1ccc2c(c1)OCO2)N1CCN(c2ccc(F)cc2)CC1 (stereo unspecified)	i	61	22	775	.	.	.
CCN(CC)c1ccc(S(=O)(=O)N2CCOCC2)cc1NC(=O)CN1C(=O)NC2(CCCC2)C1=O	i	62	-22	798	.	.	.
CCCn1c2ccccc2c2cnn(CC(=O)NC3CCCC(C)C3C)c(=O)c21 (stereo unspecified)	i	33	23	713	.	.	.
COc1ccc(CCNC(=O)c2cc3c(=O)n4cccc(C)c4nc3n(CC3CCCO3)c2=N)cc1 (stereo unspecified)	i	26	-7	705	.	.	.
COc1ccc(OCC(=O)NNC(=S)NC(=O)c2ccc([N+](=O)[O-])cc2)cc1	i	32	-3	733	.	.	.

(next part)
SMILES	T cell modulator	T cell modulator vesicle-bound %	Hep lipid drop	Hep lipid drop cells 6.5 µM	Insulin prom up	bCat nuc transl	MT stabilize HCS	others
COCCn1c(SCC(=O)N2CCC(C)CC2)nc2c(c1=O)SCC2	i	66	-3	677	.	.	.
Cc1ccccc1C(=O)NC1CCCN(Cc2ccccc2F)C1 (stereo unspecified)	i	60	-2	809	.	.	.
CCOc1ccc(CCNC(=O)c2cnccn2)cc1OCC	i	32	-5	732	.	.	.
CCOc1ccc(N/C=C/C(=O)c2ccc(OC)c(OC)c2)cc1	i	36	-12	776	.	.	.
Cc1c(C(=O)N2CCCCC2)c(S(=O)(=O)N(C)Cc2ccco2)c(C)n1C	i	10	5	696	.	.	.
CCCN(C(=O)Cc1ccc(S(=O)(=O)N2CCOCC2)s1)c1c(N)n(Cc2ccccc2)c(=O)[nH]c1=O	i	19	-16	710	.	.	.
COc1ccc(CCNC(=O)C(C)OC(=O)c2cccs2)cc1OC (stereo unspecified)	i	34	-3	817	.	.	.
COC(C(=O)Nc1ccnn1C1CCN(Cc2ccc(C)s2)CC1)c1ccccc1 (stereo unspecified)	i	67	-6	821	.	.	.
O=C(COc1ccc(F)cc1Cl)N(Cc1nnc(-c2ccccc2Cl)o1)C1CC1	i	13	-40	629	.	.	.
COc1ccccc1NC(=O)C1CCN(S(=O)(=O)c2ccc3c(c2)CC(C)N3C(C)=O)CC1 (stereo unspecified)	i	14	-7	753	.	.	.
Cc1cccc(N=C2NC(=O)C(CO)(CO)S2)c1	i	38	1	824	.	.	.
CCN1C(=O)/C(=C\c2ccc(-c3cccc(C(=O)OC)c3)o2)SC1=Nc1ccc(C(=O)O)cc1	i	62	12	806	.	.	.
C#CC(CC)(CC)NC(=O)c1nn(-c2ccccc2Cl)c(C)cc1=O	i	22	6	795	.	.	.

Three compounds picked at random from the list so far, as already listed:
SMILES	T cell modulator	T cell modulator vesicle-bound %	Hep lipid drop	Hep lipid drop cells 6.5 µM	Insulin prom up	bCat nuc transl	MT stabilize HCS	others
CCOc1ccc(CCNC(=O)c2cnccn2)cc1OCC	i	32	-5	732	.	.	.
CCOc1ccc(N/C=C/C(=O)c2ccc(OC)c(OC)c2)cc1	i	36	-12	776	.	.	.
COCCn1c(SCC(=O)N2CCC(C)CC2)nc2c(c1=O)SCC2	i	66	-3	677	.	.	.

A portion of the library, so the mix of outcomes need not match the whole.
